Bioassay records as filed in PubChem.
CD40 NFkB inh: inhibitors of CD40-induced NF-kB signaling, primary screen, BL2 cells, luciferase reporter, single point | CD40L-induced, 4 h | inhibition, % at 10 µM | actives 0.94% (n = 83,000) | AID 1053188, 2014;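 active = mean inhibition of at least 50% with a set share of replicates also reaching that level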;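 also: 0% = neutral control wells and 100% = IKK inhibitor VII at 50 µM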
* hit, by the source's call; [ ] = dose if it differs, or a comment.

cpd | structure | CD40 NFkB inh
1 | Cc1ccc(CN2CCN(C(=O)C3CCC3)CC2)cc1 | 7
2 | CC(=O)c1cc2c(cc1NS(=O)(=O)c1ccc(F)cc1)OCO2 | 5
3 | O=C(O)CCNc1ccc2c(c1)OCCO2 | -20
4 | CN(C)C(=O)C[C@@H]1CC[C@H]2[C@@H](COc3ccc(NC(=O)C4CCC4)cc3C(=O)N2C)O1 | -3
5 | Cc1sc2ncn(CC(=O)OC(C)C)c(=O)c2c1C | -5
6 | O=C(C[C@@H]1CC[C@H](NC(=O)Nc2ccc(C(F)(F)F)cc2)[C@@H](CO)O1)NCc1cccc(F)c1 | 2[25 µM]
7 | CCCCn1c(N)c(N(CC(C)C)C(=O)CSc2ccccc2C)c(=O)[nH]c1=O | -7
8 | CC(=O)N1[C@H](C(=O)NC2CCCCC2)[C@@H](CO)[C@@H]2Cn3c(cccc3=O)[C@@H]21 | -3[25 µM]
9 | CN1C(=O)c2cc(NC(=O)c3cnccn3)ccc2OC[C@@H]2O[C@H](CC(=O)N[C@H]3CCN(Cc4ccccc4)C3)CC[C@H]21 | -29[25 µM]
10 | Cc1ccc(/C=N/NC(=O)c2cc(C)oc2C)o1 | -13
11 | CN1C(=O)C(c2nnc(Nc3cccc4ccccc34)s2)C2CC1(C)Oc1ccccc12 (configuration not stated) | 7
12 | O=C(NCCOc1cccc(Oc2ccccc2)c1)c1cc(-n2cnnc2)ccc1Cl | 11
13 | CCN(CC(=O)Nc1ccc(OC)cc1)C(=O)c1cc(S(=O)(=O)N(C)C)ccc1N1CCCC1 | -5
14 | CC1(C(=O)Nc2ccc3c(c2)OCO3)Cc2c(-c3cccc(C(N)=O)c3)ccnc2O1 (configuration not stated) | 3
15 | O=[N+]([O-])c1cccc2c(N3CCCC3)ccnc12 | 1
16 | COc1ccc(OCC(=O)NCc2n[nH]c(=O)c3ccccc23)cc1 | 2
17 | Cc1ccc(N(C(=O)c2csnn2)C(C(=O)NC(C)(C)C)c2cccnc2)cc1C (configuration not stated) | -7
18 | CO[C@@H]1CN(C)C(=O)c2cc(NC(=O)c3cnccn3)ccc2OC[C@H](C)NC[C@@H]1C | -5[25 µM]
19 | O=C(Nc1ncc(Cc2ccccc2)s1)C1CCCO1 (configuration not stated) | -27
20 | COc1ccc2c(c1)c(C(C)=O)c(C)n2C | 0
21 | O=C(COc1cccc2cccnc12)N1CCc2ccccc2C1 | -3
22 | c1ccc(COc2ccc(OCCCn3cncn3)cc2)cc1 | -36
23 | CC(C)(C)NC(=O)NC(=O)CSc1ncn[nH]1 | 20
24 | COc1ccc(-c2ccc([C@H]3[C@H](C#N)N(C(=O)C4CCCC4)[C@H]3CO)cc2)cc1 | -10
25 | Cn1cccc1C(=O)NCC(c1ccco1)N1CCCCC1 (configuration not stated) | 0

Reformatted with the structure last: entries from further up
nr | CD40 NFkB inh | smiles
11 | 7 | CN1C(=O)C(c2nnc(Nc3cccc4ccccc34)s2)C2CC1(C)Oc1ccccc12 (configuration not stated)
12 | 11 | O=C(NCCOc1cccc(Oc2ccccc2)c1)c1cc(-n2cnnc2)ccc1Cl
13 | -5 | CCN(CC(=O)Nc1ccc(OC)cc1)C(=O)c1cc(S(=O)(=O)N(C)C)ccc1N1CCCC1
14 | 3 | CC1(C(=O)Nc2ccc3c(c2)OCO3)Cc2c(-c3cccc(C(N)=O)c3)ccnc2O1 (configuration not stated)
15 | 1 | O=[N+]([O-])c1cccc2c(N3CCCC3)ccnc12
16 | 2 | COc1ccc(OCC(=O)NCc2n[nH]c(=O)c3ccccc23)cc1

Carrying on:
cpd | structure | CD40 NFkB inh
26 | O=C(CN1C(=O)NC(c2ccccc2)(c2ccccc2)C1=O)N1CCCCC1 | 13
27 | C[C@@H]1CN([C@H](C)CO)C(=O)Cc2cc(NC(=O)C3CC3)ccc2O[C@@H]1CN(C)S(=O)(=O)c1cn(C)cn1 | 3[25 µM]
28 | C=CCNc1oc(/C=C/c2ccccc2)nc1C#N | -91
29 | CC(=O)NC12CC3CC(C1)CC(C(=O)N1CCN(S(=O)(=O)c4ccc(C(C)C)cc4)CC1)(C3)C2 | 6
30 | Cc1noc(C)c1C(=O)N(C)C[C@H]1OCc2ccccc2-c2c(n(C)c3ccccc23)C(=O)N([C@H](C)CO)C[C@@H]1C | 5
31 | O=C(CCCCCn1c(=O)[nH]c2ccsc2c1=O)NCc1ccc2c(c1)OCO2 | -7
32 | CC(C)NCCOCCOc1ccccc1F | 3
33 | CC1CCCN(C(=O)CCNC(=O)Cn2cnc3ccccc3c2=O)C1 (configuration not stated) | 14
34 | O=C(Nc1cccc2ccccc12)N1CCc2ccccc2C1 | -31
35 | O=C(NC(=S)Nc1ccc(S(=O)(=O)N2CCCC2)cc1)C1CC1 | 3
36 | CN(C)C(CNC(=O)c1cccnc1Sc1ccccc1)c1ccco1 (configuration not stated) | 3
37 | CCOc1ccc(C2(C)NC(=O)N(CCN(C)C)C2=O)cc1 (configuration not stated) | 6
38 | O=C(O)c1occc1CSc1ccccc1 | 7
39 | COc1ccc(Oc2ncccc2NC(=O)c2cccc(C)c2C)cc1 | 7
40 | O=C(C1CCCC1)N1[C@H](CO)[C@@H]2c3ccccc3N(S(=O)(=O)c3ccccc3)C[C@@H]21 | 6
41 | O=C(CN1CCOCC1)N1CCCCN2[C@H](CO)[C@@H](c3ccc(/C=C/c4ccccc4)cc3)[C@H]2C1 | -4[25 µM]
42 | Cc1ccc(C(=O)CSc2nnc(CNc3ccc(F)cc3)o2)cc1 | -1
43 | COc1cccc(CN(C)C(=O)c2cccc(OC3CCN(C4CCCC4)CC3)c2)c1 | 3
44 | Cc1cc(C(F)F)n2nc(C(=O)Nc3cc(C)on3)nc2n1 | 3
45 | C/C(=N\OC(=O)c1ccc(C)cc1)c1sc(C)nc1C | 5
46 | C[C@H](CO)N1C[C@H](C)[C@H](CN(C)C(=O)[C@@H](Cc2ccccc2)N(C)C)OCc2ccccc2-c2ccccc2C1=O | -1[25 µM]
47 | CCC(=O)N1[C@H](CO)[C@@H](c2ccccc2-c2ccccc2)[C@@H]1C#N | -9[25 µM]
48 | OCc1nc2ccc(Cl)cc2[nH]1 | 1
49 | Cc1cccc(C(=O)Nc2cccc(S(=O)(=O)NCc3ccco3)c2)c1 | -22
50 | CC(OC(=O)C1CSC2(C)CCC(=O)N12)C(=O)Nc1cccc(C#N)c1 (configuration not stated) | -1

Other structures
cpd | structure | CD40 NFkB inh
51 | C=C1C(=O)OC2CC1C(O)CC(C)=CCCC(C)=CC(O)CC2C (configuration not stated) | 87*
52 | CCc1ccc(-c2nc(CN3CCCC(C(=O)O)C3)c(C)o2)cc1 (configuration not stated) | 6
53 | Cn1cnc(S(=O)(=O)N2CC[C@@H]3[C@H](CO)Nc4ccc(-c5ccccc5F)cc4[C@@H]32)c1 | -44[25 µM]
54 | COc1ccc(CN2[C@@H](CO)[C@@H]3c4ccccc4N(C(=O)Nc4ccc(F)cc4)C[C@@H]32)cc1 | -19[25 µM]
55 | O=C1CNC[C@@H]2[C@H](c3ccc(-c4ccccc4F)cc3)[C@@H](CO)N12 | 2[25 µM]
56 | CO[C@H](CN(C)Cc1cc(F)ccc1F)[C@@H](C)CN(C(=O)Nc1ccc(C(F)(F)F)cc1)[C@H](C)CO | -4[25 µM]
57 | CC[C@H](C)[C@H](NS(=O)(=O)c1ccc(C)cc1)C(=O)N1CCC(C(=O)N[C@H](C(=O)O)C(C)C)CC1 | 8
58 | CC(C)NC(=O)N(C)C[C@@H]1OCCCC[C@@H](C)Oc2ccc(NC(=O)NC3CCCCC3)cc2C(=O)N([C@@H](C)CO)C[C@H]1C | -3
59 | CN(c1ccc(C(=O)Nc2ccc(CC#N)cc2)cc1)S(C)(=O)=O | -19
60 | CC(C)COc1ccc(Cc2cnc(N)nc2N)cc1 | -3
61 | CN(CCOc1ccc(Cl)cc1)C(=O)c1cccc(S(=O)(=O)N2CCN(c3ccc(F)cc3)CC2)c1 | 1
62 | Cc1noc(C)c1COc1ccccc1C(=O)N(C)Cc1ccc(F)cc1 | 6
63 | CCCCn1c(N)c(N(CCC(C)C)C(=O)C2CCCC2)c(=O)[nH]c1=O | -4
64 | Cc1ccccc1S(=O)(=O)Nc1ccc2c(c1)C(=O)N(C)[C@@H]1CC[C@@H](CC(=O)O)O[C@@H]1CO2 | 5[25 µM]
65 | COc1ccc(NC(=O)N2CCCCN3[C@H](CO)[C@@H](c4ccc(C#Cc5ccccn5)cc4)[C@H]3C2)cc1 | -12
66 | C[C@H](CO)N1C[C@H](C)[C@H](CN(C)Cc2ccc(C(=O)Nc3ccccc3N)cc2)OCc2cn(nn2)CCCC1=O | 0[25 µM]
67 | CCCCc1[nH]c(=O)c(C#N)c2c1CCCC2 | 23
68 | O=C(COC(=O)COc1ccc(Br)cc1)NC1CCS(=O)(=O)C1 (configuration not stated) | 5
69 | C(=Cc1c[nH]c2ccccc12)c1nccc2ccccc12 | 62*
70 | CC(OC(=O)CCNS(=O)(=O)c1ccccc1)C(=O)Nc1ccc(S(=O)(=O)N2CCCCC2)cc1 (configuration not stated) | 4
71 | O=C(Nc1ccccc1F)N[C@@H]1CC[C@H](CCNC(=O)C2CCCC2)O[C@@H]1CO | -1
72 | CCNC(=O)[C@@H]1[C@@H](CO)[C@@H]2Cn3c(cccc3=O)[C@H]1N2CCC(F)(F)F | 1[25 µM]
73 | Cc1ccc(/C=C/c2nc3ccccc3s2)s1 | 75*
74 | O=C(CN1C(=O)c2ccccc2S1(=O)=O)N1CCOCC1 | 0
75 | COc1ccc(-n2cnc3cc(C(=O)NC4CCCC4)ccc32)cc1 | -4

3 of the compounds above, field by field.
[63] CCCCn1c(N)c(N(CCC(C)C)C(=O)C2CCCC2)c(=O)[nH]c1=O
  CD40 NFkB inh: -4

[64] Cc1ccccc1S(=O)(=O)Nc1ccc2c(c1)C(=O)N(C)[C@@H]1CC[C@@H](CC(=O)O)O[C@@H]1CO2
  CD40 NFkB inh: 5[25 µM]

[65] COc1ccc(NC(=O)N2CCCCN3[C@H](CO)[C@@H](c4ccc(C#Cc5ccccn5)cc4)[C@H]3C2)cc1
  CD40 NFkB inh: -12

The list continues:
cpd | structure | CD40 NFkB inh
76 | Cc1ccsc1CN(C)CC(=O)Nc1cccc(S(=O)(=O)N(C)c2ccccc2)c1 | 6
77 | Cc1noc(C)c1C(=O)Nc1ccccn1 | -3
78 | O=C(COC(=O)Cc1ccc(S(=O)(=O)N2CCOCC2)s1)NCc1ccccc1 | 10
79 | Cc1noc(/C=C/c2nn(C)cc2Cl)c1[N+](=O)[O-] | -12
80 | O=S1(=O)N=C(Oc2cccc3ccccc23)c2ccccc21 | 3
81 | O=C(O)CCC(=O)N1CCc2cc(S(=O)(=O)NC3CCCC3)ccc21 | -1
82 | CCN(CCCNC(=O)C1CCC(=O)N1C(C)C)c1cccc(C)c1 (configuration not stated) | 3
83 | O=C1NC(=O)C2C3c4ccccc4C(c4ccccc43)C12 (configuration not stated) | 11
84 | CCC(C(=O)N1CCc2ccccc2C1)n1nc(C)n2c(cc3occc32)c1=O (configuration not stated) | 3
85 | O=C(Cn1cnc2c(nnn2-c2ccccc2)c1=O)N1CCC(Cc2ccccc2)CC1 | 13
86 | COc1ccc(Cc2nc3ccc(C(=O)NCCn4cccn4)cc3o2)cc1 | -3
87 | CCCCCC(C)NC(=O)c1ccoc1C (configuration not stated) | 7
88 | CC(=O)c1ccc(N2CCN(Cc3nc4ccccc4[nH]3)CC2)cc1 | -14
89 | CN(c1ccccc1)S(=O)(=O)c1cccc(C(=O)NCc2ccccc2)c1 | -14
90 | C[C@H](CO)N1C[C@H](C)[C@H](CN(C)S(=O)(=O)c2cccs2)Oc2c(NS(=O)(=O)c3ccc(F)cc3)cccc2C1=O | 1[25 µM]
91 | NS(=O)(=O)c1ccc(CCNC(=O)C2CCN(C(=O)Nc3ccccc3)CC2)cc1 | 4
92 | Cc1cc(C(=O)OCC(=O)Nc2ccccc2Br)c(C)o1 | -14
93 | CN(C)C(CNC(=O)c1cccc(S(=O)(=O)NCc2ccccc2)c1)c1ccco1 (configuration not stated) | 6
94 | Cc1ccc(C2(C)NC(=O)N(CC(=O)c3ccc4c(c3)OCCO4)C2=O)cc1 (configuration not stated) | -4
95 | CCCSc1ncc(Cl)c(C(=O)Nc2ccc(S(=O)(=O)N3CC(C)OC(C)C3)cc2)n1 (configuration not stated) | 5
96 | CNC(=O)NC(=O)COc1c(F)c(F)cc(F)c1F | 4
97 | CNC[C@H]1Oc2ccc(N(C)C)cc2CC(=O)N(C)C[C@H]1C | -4
98 | CCOC(=O)c1c(CC(C)C)csc1N | 2
99 | O=C(NC1CCCCC1)N1CC(=O)N2[C@H](CO)[C@H](c3ccc(-c4cccnc4)cc3)[C@H]2C1 | -11
100 | CNc1nc(C)nc(N/N=C/c2ccccc2)n1 | -53

Following part.
cpd | structure | CD40 NFkB inh
101 | CO[C@H]1CN(C)C(=O)c2ccc(NC(=O)C3CCC3)cc2OC[C@@H](C)N(Cc2ccc(F)cc2)C[C@H]1C | 6
102 | CN(C)S(=O)(=O)c1ccc(N2CCCC2)c(C(=O)NC2CCC(O)CC2)c1 (configuration not stated) | 10
103 | NC(=S)NN=C1CCCCCCCC1 | -6
104 | Nc1c(C(=O)NC2CCCC2)c2nc3ccccc3nc2n1/N=C/c1cccnc1 | 7
105 | O=C(CSc1nnc(NC(=O)c2c(F)cccc2F)s1)NCc1ccc(F)cc1 | -34
106 | C[C@H](CO)N1C[C@H](C)[C@@H](CN(C)S(=O)(=O)c2cn(C)cn2)OCc2cn(nn2)CCCC1=O | 15[25 µM]
107 | CC1(Cc2cc(Cl)ccc2C(F)(F)F)C(=O)Nc2ccc(S(=O)(=O)NC3CCCCC3)cc21 (configuration not stated) | 24
108 | CN(C)c1ccc2nsnc2c1[N+](=O)[O-] | 7
109 | Cc1ccc(S(=O)(=O)N2CCN(CC(=O)NC3CCCc4ccccc43)CC2)c(C)c1 (configuration not stated) | -18
110 | O=c1c2cnn(-c3ccccc3)c2nnn1Cc1ccccn1 | -1
111 | N/C(=N\OC(=O)CC(c1ccccc1)c1ccccc1)c1cccnc1 | -1
112 | CN(N=Cc1ccc([N+](=O)[O-])cc1)c1ccccn1 | -97
113 | Cc1ccc(S(=O)(=O)Nc2ccc(S(=O)(=O)Nc3cc(C)nc(C)n3)cc2)cc1 | 2
114 | COc1ccc(OC(C)C(=O)NCc2cccnc2)cc1 (configuration not stated) | 10
115 | O=S(=O)(c1ccccc1)N1CC2(C1)[C@H](c1ccccc1)[C@H](CO)N2CC1CCOCC1 | 4[25 µM]
116 | COc1ccc(Cl)cc1NC(=O)NC(C)C(C)(C)C (configuration not stated) | 8

The list is partial (hit frequency here may not be typical).
